Screening results deposited in PubChem by several laboratories.
NadD inh – inhibitors of S. aureus NadD, primary screen, biochemical, colorimetric, uHTS; purified NadD enzyme, colorimetric absorbance read-out; AID 602399, 2012; hit rate 0.78% among 360,000; Nicotinate-nucleotide adenylyltransferase NadD (Staphylococcus aureus N315); inhibition, % at 20 µM; in the data active = inhibition above about 26%; note: some compounds past the cut are filed as inactive
Rin1 Abl inh – inhibitors of Rin1-Abl protein binding, primary screen, biochemical, TR-FRET | inhibition, % at 7.35 µM | hit rate 0.4% among 360,000; in the data active = inhibition above about 5%, passing the limit was not always enough
MT1-MMP act inh – blockers of MT1-MMP proenzyme processing, primary screen, HT1080 RFP-PRO-GFP cells, GFP/RFP fluorescence. GFP/RFP ratio fluorescence, overnight; percent of plate control window, DMSO zero. hit rate 0.061% among 360,000. GFP/RFP ratio change, % at 20 µM. Matrix metalloproteinase-14 (Homo sapiens), P50281;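 active = GFP/RFP ratio change of at least 30% with cell ATP level not reduced by more than half and red fluorescence within 50% of control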; note: strong numbers were not always called active
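system = RFP-PRO-GFP reporter HT1080 cells | dosing = 20 µM single dose, 1% DMSO | timing = overnight cell settling, then overnight compound exposure, 37 °C, 5% CO2 | read-out basis = GFP/RFP fluorescence ratio | controls = DMSO and RFP-L50D-GFP cell wells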
CSN deneddyl inh – inhibitors of CSN-mediated cullin deneddylation, primary screen, biochemical, fluorescence polarization, uHTS; COP9 signalosome complex subunit 5 (Homo sapiens), Q92905; Purified CSN, SCF-Nedd8-OG deneddylation; inhibition, % at 12.5 µM; hit rate 0.38% among 360,000;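 active = pattern-corrected inhibition above about 35%, with an unprinted fluorescence ratio check between 0.5 and 1.5, limit read from the data, passing the limit was not always enough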;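 note: 0% = enzyme with substrate and 100% = substrate without enzyme; some results filed as inactive read as strong as hits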
Target sequence (Q92905 whole entry, looked up, one chain of several): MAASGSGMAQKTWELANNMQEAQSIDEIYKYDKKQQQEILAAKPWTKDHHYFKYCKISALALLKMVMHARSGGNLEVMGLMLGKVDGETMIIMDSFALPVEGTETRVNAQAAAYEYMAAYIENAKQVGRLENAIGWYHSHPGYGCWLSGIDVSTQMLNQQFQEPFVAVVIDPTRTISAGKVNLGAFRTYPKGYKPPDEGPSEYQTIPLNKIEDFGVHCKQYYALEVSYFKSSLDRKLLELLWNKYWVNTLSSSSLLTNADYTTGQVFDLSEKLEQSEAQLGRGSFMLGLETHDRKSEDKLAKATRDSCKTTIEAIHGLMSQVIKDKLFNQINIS
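Detection – fluorescence polarization · System – HEK293T-derived human Csn5 enzyme · Controls – substrate-only high control, full reaction low control · Timing – 90 min, room temperature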
Rpn11 block – Rpn11 (PSMD14) deubiquitinase inhibitors, primary screen, biochemical, fluorescence polarization, uHTS | human 26S proteasome, Ub4-pepOG fluorescence polarization; 20S core pre-blocked with epoxomicin | calls only at 20 µM | hit rate 0.59% among 360,000 | AID 588493, 2011;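 active = inhibition at 20 µM, scaled to each plate's controls, above about 33%, limit read from the data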
Target sequence (O00487 whole entry, looked up): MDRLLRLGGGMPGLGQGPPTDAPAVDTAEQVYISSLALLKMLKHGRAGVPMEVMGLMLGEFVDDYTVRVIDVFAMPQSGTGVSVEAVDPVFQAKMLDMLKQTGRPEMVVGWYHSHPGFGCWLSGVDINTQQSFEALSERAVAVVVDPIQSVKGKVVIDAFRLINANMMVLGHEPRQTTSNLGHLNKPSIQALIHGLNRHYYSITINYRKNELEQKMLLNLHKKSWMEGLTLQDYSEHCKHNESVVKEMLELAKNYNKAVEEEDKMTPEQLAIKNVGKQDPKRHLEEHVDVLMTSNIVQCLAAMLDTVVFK
PABP1 MLLE inh – inhibitors of PABP1 MLLE–PAM2 peptide binding, primary screen, biochemical, fluorescence polarization, FITC-PAM2, GST-MLLE | hit rate 0.36% among 360,000 | inhibition, % at 20 µM; in the data active = inhibition above about 35%, passing the limit was not always enough;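 note: plate controls were DMSO wells with GST-MLLE for no effect and wells lacking GST-MLLE protein for full effect; some results filed as inactive read as strong as hits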
Neddyl block – inhibitors of cullin neddylation, primary screen, biochemical, TR-FRET, uHTS, NAE and Ubc12; calls only at 25 µM; hit rate 0.58% among 360,000; AID 651699, 2012; in the data active = inhibition above about 36%
SKN-1 inh – suppressors of acrylamide-induced Pgst-4::GFP reporter in worms, primary screen, SKN-1 inhibitor project, whole organism, uHTS, GFP/RFP fluorescence ratio, strain VP596; C. elegans VP596 Pgst-4::GFP/RFP ratio, 24 h; inhibition, % at 21.8 µM; hit rate 0.49% among 360,000; AID 624304, 2012;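 active = interference check ratio from 0.5 to 1.5 plus GFP to RFP signal ratio inhibition reaching or exceeding a fixed threshold, cut at about 30% in these data, passing the limit was not always enough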; note: some compounds called inactive have numbers as strong as hits
FAS-TE inh – FAS thioesterase domain inhibitors, primary screen, biochemical, fluorescence intensity, uHTS. Fatty acid synthase (Homo sapiens), P49327. recombinant FAS-TE, OMFH fluorogenic substrate, fluorescence endpoint. inhibition, % at 15 µM. hit rate 0.67% among 360,000;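 active = compounds whose normalised, plate-corrected inhibition of enzyme fluorescence in the single-dose primary screen is 50% or more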;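 note: 0% = DMSO with enzyme and 100% = substrate without enzyme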
Active calls of the source: *; i = inactive; . = no result given. Not a hit list. About 3.9% of those tested had a hit in this group.

| canonical_smiles | NadD inh | Rin1 Abl inh | MT1-MMP act inh | CSN deneddyl inh | Rpn11 block | PABP1 MLLE inh | Neddyl block | SKN-1 inh | FAS-TE inh |
| --- | --- | --- | --- | --- | --- | --- | --- | --- | --- |
| CN(Cc1cccnc1)C(=O)CNC(=O)COc1ccccc1 | -2 | 6 | -3 | 4 | i | 1 | i | -14 | -2 |
| O=[N+]([O-])c1ccc(Sc2n[nH]c(-c3ccc(Cl)cc3Cl)n2)nc1 | -2 | -2 | 3 | 3 | i | 22 | i | -17 | 63* |
| N=C(N)CCCOc1ccccc1-c1ccccc1 | -2 | 1 | -5 | 4 | i | -3 | i | -3 | -13 |
| CCn1c(=NC(=O)c2ccc(S(=O)(=O)N(C)C)cc2)sc2cccc(OC)c21 | 0 | -3 | -1 | 2 | i | -6 | i | 6 | -1 |
| O=C(O)c1cc(N2CCCCC2)ccn1 | -2 | 0 | 2 | 2 | i | 3 | i | 1 | -6 |
| CC1CC(C)CN(C(=O)Cn2c(SCC(=O)N3CCc4ccccc4C3)nc3ccccc32)C1 (configuration not stated) | 8 | 2 | -8 | -3 | i | -1 | i | 18 | 2 |
| O=C1C[C@H]2[C@H](CO)[C@@H](OC(=O)c3ccc(-c4ccccc4)cc3)C[C@H]2O1 | -4 | 2 | 10 | 4 | i | 4 | i | 4 | -4 |
| Cc1ccc(NC(=O)c2ccc(N/N=C/c3cccc(O)c3)c([N+](=O)[O-])c2)cc1 | 36* | -1 | 28 | 13 | i | -26 | i | 9 | 0 |
| COc1ccc(CCC(C)Nc2cccc(C)c2)cc1 (configuration not stated) | -1 | -3 | 0 | 1 | i | 8 | i | -7 | 21 |
| CN1C(=O)/C(=C/c2ccc(O)c([N+](=O)[O-])c2)NC1=S | -3 | -5 | 13 | -2 | i | -101 | i | 8 | -3 |
| O=C(O)CN=C(Nc1cc(Cl)cc(Cl)c1)NC(c1ccccc1)c1ccccc1 | 12 | . | -2 | -4 | . | . | i | 27 | 10 |
| O=C(NC1CCC(O)CC1)c1ccc(NS(=O)(=O)c2cccc([N+](=O)[O-])c2)cc1 (configuration not stated) | 5 | 0 | 1 | -1 | i | 15 | i | 0 | -1 |
| COc1ccc(CN(C)C(=O)c2ccc(OCC(=O)Nc3cccc(C(F)(F)F)c3)c(OC)c2)c(OC)c1 | 3 | 1 | 3 | -3 | i | 18 | i | 1 | 18 |
| O=C(CC1C(=O)NCCN1Cc1ccccc1C(F)(F)F)NCCc1ccccn1 (configuration not stated) | -3 | -2 | -1 | -5 | i | 25 | i | -9 | -7 |
| Fc1cccc(CNCC2CCCO2)c1 (configuration not stated) | 8 | 1 | 0 | -1 | i | -7 | i | -3 | -6 |

Copied from the listing for reference:
| canonical_smiles | NadD inh | Rin1 Abl inh | MT1-MMP act inh | CSN deneddyl inh | Rpn11 block | PABP1 MLLE inh | Neddyl block | SKN-1 inh | FAS-TE inh |
| --- | --- | --- | --- | --- | --- | --- | --- | --- | --- |
| CN(Cc1cccnc1)C(=O)CNC(=O)COc1ccccc1 | -2 | 6 | -3 | 4 | i | 1 | i | -14 | -2 |
| O=[N+]([O-])c1ccc(Sc2n[nH]c(-c3ccc(Cl)cc3Cl)n2)nc1 | -2 | -2 | 3 | 3 | i | 22 | i | -17 | 63* |
| N=C(N)CCCOc1ccccc1-c1ccccc1 | -2 | 1 | -5 | 4 | i | -3 | i | -3 | -13 |
| CCn1c(=NC(=O)c2ccc(S(=O)(=O)N(C)C)cc2)sc2cccc(OC)c21 | 0 | -3 | -1 | 2 | i | -6 | i | 6 | -1 |
| O=C(O)c1cc(N2CCCCC2)ccn1 | -2 | 0 | 2 | 2 | i | 3 | i | 1 | -6 |
| CC1CC(C)CN(C(=O)Cn2c(SCC(=O)N3CCc4ccccc4C3)nc3ccccc32)C1 (configuration not stated) | 8 | 2 | -8 | -3 | i | -1 | i | 18 | 2 |
| O=C1C[C@H]2[C@H](CO)[C@@H](OC(=O)c3ccc(-c4ccccc4)cc3)C[C@H]2O1 | -4 | 2 | 10 | 4 | i | 4 | i | 4 | -4 |
| Cc1ccc(NC(=O)c2ccc(N/N=C/c3cccc(O)c3)c([N+](=O)[O-])c2)cc1 | 36* | -1 | 28 | 13 | i | -26 | i | 9 | 0 |
| COc1ccc(CCC(C)Nc2cccc(C)c2)cc1 (configuration not stated) | -1 | -3 | 0 | 1 | i | 8 | i | -7 | 21 |
| CN1C(=O)/C(=C/c2ccc(O)c([N+](=O)[O-])c2)NC1=S | -3 | -5 | 13 | -2 | i | -101 | i | 8 | -3 |
| O=C(O)CN=C(Nc1cc(Cl)cc(Cl)c1)NC(c1ccccc1)c1ccccc1 | 12 | . | -2 | -4 | . | . | i | 27 | 10 |
| O=C(NC1CCC(O)CC1)c1ccc(NS(=O)(=O)c2cccc([N+](=O)[O-])c2)cc1 (configuration not stated) | 5 | 0 | 1 | -1 | i | 15 | i | 0 | -1 |
| COc1ccc(CN(C)C(=O)c2ccc(OCC(=O)Nc3cccc(C(F)(F)F)c3)c(OC)c2)c(OC)c1 | 3 | 1 | 3 | -3 | i | 18 | i | 1 | 18 |

The results go on:
| canonical_smiles | NadD inh | Rin1 Abl inh | MT1-MMP act inh | CSN deneddyl inh | Rpn11 block | PABP1 MLLE inh | Neddyl block | SKN-1 inh | FAS-TE inh |
| --- | --- | --- | --- | --- | --- | --- | --- | --- | --- |
| Cc1ccnn1CCC(=O)N1CCCC(CCC(=O)NCc2ccccc2F)C1 (configuration not stated) | 1 | 1 | 2 | -1 | i | 2 | i | 0 | -4 |
| O=Cc1ccc(-n2cncn2)cc1 | 1 | 2 | -3 | -2 | i | 9 | i | -6 | -4 |
| O=C1CN(C(=O)c2ccccc2F)C(c2ccc(F)cc2)c2cc(Br)ccc2N1 (configuration not stated) | -1 | 1 | -12 | 3 | i | -6 | i | 18 | 6 |
| COc1cc(CC2COC(=O)C2(O)Cc2ccc(O)c(OC)c2)ccc1O (configuration not stated) | 1 | 0 | 0 | 0 | i | 10 | i | 6 | -1 |
| O=C(Nc1ccccc1)/C(=C/c1cccnc1)NC(=O)c1ccco1 | 4 | 0 | 4 | 5 | i | 6 | i | 7 | -9 |
| OC(COc1cccc2ccccc12)CN1CCN(c2cccc(Cl)c2)CC1 (configuration not stated) | -4 | 2 | 1 | 4 | i | -2 | i | 1 | 24 |
| COc1ccc(C)cc1NS(=O)(=O)c1ccc2c(c1)n(C)c(=O)n2C | -5 | 2 | 0 | -4 | i | -2 | i | 7 | -7 |
| N#C/C(=C\c1ccco1)C(=O)NCC1CCCO1 (configuration not stated) | -4 | -3 | -1 | 9 | i | 1 | i | 1 | -10 |
| COCCn1c(SCC(=O)NNC(=O)Cc2ccccc2)nc2ccccc2c1=O | 2 | 0 | -1 | -3 | i | -32 | i | 8 | -2 |
| O=C(Cc1ccccc1[N+](=O)[O-])N1CCN(c2ccccc2F)CC1 | 1 | -2 | -1 | -2 | i | 8 | i | 7 | -8 |
| C/C(=N/NC(=O)C(O)(c1ccccc1)c1ccccc1)c1ccc([N+](=O)[O-])o1 | 4 | -1 | -4 | -3 | i | -11 | i | -6 | 14 |
| CCOc1ccc(S(=O)(=O)N2CCCC2)cc1 | 5 | 0 | 5 | 7 | i | 10 | i | -5 | -4 |
| CNC(=O)c1cc2cc(Cl)cc(OC)c2oc1=O | -5 | -1 | -9 | 6 | i | 4 | i | 7 | -6 |
| CCc1cc(C(=O)OC)c(NC(=O)CSc2nccn2C)s1 | -3 | -1 | 2 | 1 | i | -24 | i | -14 | -4 |
| Cc1cc(C)c(C#N)c(SCc2ccc([N+](=O)[O-])cc2)n1 | 1 | -6 | -2 | -1 | i | 5 | i | -1 | 29 |
| Cc1ccc(C)c(S(=O)(=O)N2CCCOC2CNC(=O)C(=O)NCc2cccs2)c1 (configuration not stated) | -2 | -1 | 0 | -2 | i | 12 | i | -15 | 1 |
| CC(C)[C@H](NC(=O)[C@@H]1Cc2ccccc2CN1C(=O)OC(C)(C)C)C(=O)NCc1ccco1 | 0 | 1 | -4 | 1 | i | -10 | i | 2 | -3 |
| CCCC(=O)Nc1ccc(-c2ccc(NC(=O)CCC)cc2)cc1 | 6 | -1 | -3 | 2 | i | -2 | i | 6 | -10 |
| Cc1cccc2cc(CN(Cc3ccco3)S(=O)(=O)c3ccc4c(c3)OCCO4)c(=O)[nH]c12 | -5 | -2 | 1 | 0 | i | 14 | i | 26 | 12 |
| CC(C)CN(CCCNC(=O)CC1Oc2ccccc2NC1=O)CC(C)C (configuration not stated) | 4 | 6 | 5 | 6 | i | -1 | i | 16 | -8 |
| CCn1cc(CNCc2cn[nH]c2-c2cc3ccccc3o2)cn1 | -6 | 1 | -3 | 1 | i | -4 | i | 10 | -4 |
| NC(=O)CC(NSc1ccccc1[N+](=O)[O-])C(=O)O (configuration not stated) | 0 | -1 | -1 | -4 | i | -9 | i | -8 | -5 |
| Cc1ccccc1N(CC(=O)NCCc1ccccc1)C(=O)c1csnn1 | -4 | -4 | 0 | 6 | i | 26 | i | 10 | -2 |
| CCc1c(C)nc(N2CCN(c3ccccc3)CC2)[nH]c1=O | 0 | 1 | 4 | 5 | i | 10 | i | -13 | -6 |
| Cc1cc2c(c(=O)n1CCCn1ccnc1)C(c1ccco1)C(C#N)=C(N)O2 (configuration not stated) | 5 | -4 | -3 | 8 | i | 5 | i | 17 | -2 |
| CCCS(=O)(=O)NC(=O)C1(C)CCN(C(=O)c2ccccc2C(F)(F)F)C1 (configuration not stated) | -3 | 1 | 1 | 5 | i | -8 | i | 16 | -9 |
| CCCNC(=O)c1ccc(N2CCC3(CC2)CC(c2cccc(Br)c2)=NO3)c(NC(=O)c2cccc(C)c2)c1 | 12 | -1 | 1 | 3 | i | -8 | i | 1 | 13 |
| CC1=NN(c2cc(Cl)c(S(=O)(=O)O)cc2Cl)C(=O)C1 | 0 | 4 | 2 | 1 | i | 7 | i | 8 | -10 |
| Fc1ccc(-c2csc(=S)[nH]2)cc1 | 2 | 2 | -3 | -5 | i | 32 | i | 2 | -5 |
| Cc1ccccc1-c1nc(CS(=O)(=O)CC(=O)NCCCN2CCOCC2)c(C)o1 | -6 | -2 | 0 | -4 | i | 8 | i | -15 | 0 |
| Cc1ccc(S(=O)(=O)ON2C(=O)c3cccc4cccc(c34)C2=O)cc1 | -7 | -3 | -3 | 4 | i | -8 | . | -3 | 26 |
| CC1(C(=O)Nc2ccc(Cl)c(Cl)c2)CCN1C(=O)Cc1ccc(-c2ccccc2)cc1 (configuration not stated) | -5 | 3 | 8 | 0 | i | -11 | i | 17 | 28 |
| NS(=O)(=O)c1ccc(NNC(=O)c2ccccc2)cc1 | -3 | 0 | -3 | -5 | i | 4 | i | 23 | -7 |
